Screens from PubChem.
Rac1 wt GTP bind – human Rac1 wildtype GTP binding, inhibitors and activators; GTP binding activity (% of control), % at 10 µM; GST-Rac1 beads, fluorescent GTP binding, flow cytometry; actives lie on both sides; 0 = cold GTP competed, 100 = untreated; P63000; hit rate 0.27% among 190,000; AID 757;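 active = GTP binding activity at least 20 points away from the 100% control level, either lower or higher; inconclusive = compound flagged as likely green fluorescent, judged across all proteins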
Rab2A wt mod – changes GTP binding to wildtype dog Rab2A, up or down | hit rate 0.19% among 190,000 | AID 760 | GTP binding activity, % at 10 µM | GST-Rab2 wt beads, Bodipy-GTP binding, flow cytometry;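 active = GTP binding activity at least 20 points away from 100%, either lowered or raised; inconclusive = signal likely due to the compound's own green fluorescence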;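 also: 0% = beads with excess unlabeled GTP and 100% = no-compound control corrected for plate trend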
Pf gamet viab – P. falciparum stage V gametocyte viability inhibition; P. falciparum stage V gametocytes, ATP luminescence, 24 h; inhibition, % at 10.9 µM; hit rate 0.065% among 150,000;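 active = inhibition above the mean plus 3 SD of compounds within the control limits, set per campaign, cut at about 38% in these data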;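 also: 0% = DMSO wells and 100% = medium only without gametocytes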
Avidin fluor – avidin bead compound fluorescence profile; Avidin beads, compound fluorescence 488/530 nm, flow cytometry; hits give high values; fluorescence (KMESF) at 10 µM; hit rate 0.38% among 220,000; in the data active = fluorescence above about 47; also: inactives centre near 10
Mcl1-Bid inh – Mcl-1/Bid interaction inhibition; Q07820; TR-FRET Mcl-1/Bid-Dy647 peptide binding, 1536-well; inhibition, % at 21.7 µM; hit rate 0.97% among 220,000; AID 1021;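 active = compounds that cut the binding signal by more than half at the single screening dose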;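 also: His-tagged Mcl-1 with europium anti-His antibody binding Bid BH3 peptide; 0% = Mcl-1 plus peptide wells and 100% = peptide-only wells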
Target sequence (Q07820 whole entry, looked up): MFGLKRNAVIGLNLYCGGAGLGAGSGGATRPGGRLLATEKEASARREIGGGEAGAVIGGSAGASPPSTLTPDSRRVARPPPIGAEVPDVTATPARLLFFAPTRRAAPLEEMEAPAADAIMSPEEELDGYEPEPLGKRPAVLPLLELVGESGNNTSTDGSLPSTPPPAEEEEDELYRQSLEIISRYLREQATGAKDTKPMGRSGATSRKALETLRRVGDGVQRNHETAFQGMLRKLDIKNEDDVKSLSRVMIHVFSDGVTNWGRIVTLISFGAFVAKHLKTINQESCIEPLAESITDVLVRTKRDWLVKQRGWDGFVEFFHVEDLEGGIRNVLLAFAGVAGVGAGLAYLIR
HRas wt GTP – changes GTP binding to wildtype human HRas. P01112. GST-Ras wt beads, Bodipy-FL-GTP binding, flow cytometry; actives lie on both sides. GTP binding activity, % at 10 µM. hit rate 0.14% among 190,000. AID 759;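 active = GTP binding activity at least 20% away from the 100% baseline, either lowered as inhibitor or raised as activator; inconclusive = flagged as likely green fluorescent, judged across all proteins in the well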;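 also: 0% = unlabeled GTP competition control and 100% = no-compound control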
Target sequence (P01112 whole entry, looked up): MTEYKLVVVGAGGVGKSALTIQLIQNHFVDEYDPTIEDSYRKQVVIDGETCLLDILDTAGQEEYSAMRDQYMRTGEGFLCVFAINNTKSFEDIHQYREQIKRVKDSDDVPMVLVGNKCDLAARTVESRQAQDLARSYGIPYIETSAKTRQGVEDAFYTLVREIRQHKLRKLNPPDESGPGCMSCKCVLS
Rac1 act GTP bind – human Rac1 activated mutant GTP binding change; P63000; GST-Rac1 activated beads, fluorescent GTP binding, flow cytometry; actives lie on both sides; 100% means binding = to untreated wells; percent activity (GTP binding), % at 10 µM; hit rate 0.11% among 190,000;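 active = GTP binding at least 20 percentage points away from the 100% baseline, in either direction, so actives lie on both sides; inconclusive = Compound likely fluorescent itself, or too few beads counted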
Rab7 wt GTP bind – modulators of GTP binding to dog Rab7 wildtype GTPase | GST-Rab7 beads, fluorescent GTP binding, flow cytometry; actives lie on both sides; untreated = 100%, excess cold GTP = 0% | GTP binding activity (percent of control), % at 10 µM | hit rate 0.055% among 190,000 | AID 758;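 active = fluorescent GTP binding to Rab7 beads changed by at least 20 points from the 100% baseline, either direction, mostly lower; inconclusive = compound itself probably fluorescent, or too few beads counted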;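 also: median green fluorescence of bound Bodipy-FL-GTP per Rab7 bead population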
Cdc42 wt GTP – human Cdc42 wildtype GTP binding change, either direction. GST-Cdc42 beads, Bodipy-GTP binding, flow cytometry; actives lie on both sides. percent activity (GTP binding), % at 10 µM. hit rate 0.2% among 190,000. AID 761;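 active = percent activity GTP binding at least 20 points away from the 100% baseline, either down as inhibitor or up as activator; inconclusive = compound flagged as likely green fluorescent from well-wide comparison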;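 also: median bead fluorescence of bound Bodipy-FL-GTP at 100 nM; 0% = excess unlabeled GTP control and 100% = no compound control; below 100% means less GTP binding so inhibitor and above means activator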
Target sequence (P60953 whole entry, looked up): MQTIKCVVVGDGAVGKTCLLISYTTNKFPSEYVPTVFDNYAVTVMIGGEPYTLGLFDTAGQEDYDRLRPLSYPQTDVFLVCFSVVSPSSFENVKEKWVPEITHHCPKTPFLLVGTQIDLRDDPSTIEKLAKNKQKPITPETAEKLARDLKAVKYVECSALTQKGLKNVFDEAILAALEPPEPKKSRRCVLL
GSH fluor – compound fluoresces at 488/530 nm on GSH beads. GSH beads flow cytometry, compound fluorescence 488/530 nm; hits give high values. fluorescence (KMESF) at 10 µM. hit rate 0.25% among 190,000. AID 1776; in the data active = fluorescence above about 89;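 also: glutathione beads carrying GST-tagged Bcl family fusion proteins plus one bare bead set; values are compound well signal with DMSO vehicle wells as background; inactives centre near 16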
Mcl1 Noxa PPI – disrupts binding of human Mcl-1 to Noxa peptide | TR-FRET Mcl-1/Noxa peptide binding, 2 h | inhibition, % at 21.7 µM | hit rate 1.5% among 220,000 | AID 1022;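 active = compounds that cut the protein-peptide binding signal by more than 50% relative to plate controls in a single-dose test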;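 also: His-tagged Mcl-1 with rhodamine Noxa BH3 peptide and terbium anti-His antibody; 0% = Mcl-1 plus Noxa peptide wells and 100% = peptide-only wells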
Numbers without * were called inactive.

COc1cc2c(cc1OC)-c1cc(OCc3ccccc3Cl)nc(=O)n1CC2 was read as Rac1 wt GTP bind 99, Rab2A wt mod 93, Pf gamet viab -11, Avidin fluor 20, Mcl1-Bid inh 20, HRas wt GTP 95, Rac1 act GTP bind 96, Rab7 wt GTP bind 92, Cdc42 wt GTP 95, GSH fluor 9 and Mcl1 Noxa PPI 15.
Screening Clc1ccccc1-c1nnc2sc(-c3ccccn3)nn12 returned Rac1 wt GTP bind 101, Rab2A wt mod 93, Pf gamet viab -13, Mcl1-Bid inh -1, HRas wt GTP 98, Rac1 act GTP bind 94, Rab7 wt GTP bind 96, Cdc42 wt GTP 98, GSH fluor 19 and Mcl1 Noxa PPI 10.
For COc1ccc(OCc2nnc(SCC(=O)c3ccccc3)o2)cc1 the results were Rac1 wt GTP bind 91, Rab2A wt mod 86, Pf gamet viab 9, Avidin fluor 10, Mcl1-Bid inh 19, HRas wt GTP 91, Rac1 act GTP bind 86, Rab7 wt GTP bind 93, Cdc42 wt GTP 86, GSH fluor 17 and Mcl1 Noxa PPI 3.
`CC(C)(C)NC(=O)c1cccc(NC(=O)Cc2ccc(Br)cc2)c1` gave Rac1 wt GTP bind 106, Rab2A wt mod 100, Pf gamet viab -15, Avidin fluor 6, Mcl1-Bid inh -21, HRas wt GTP 101, Rac1 act GTP bind 102, Rab7 wt GTP bind 102, Cdc42 wt GTP 103, GSH fluor 17 and Mcl1 Noxa PPI 15.
Screening CCCOC(=O)c1cccc(NC(=O)COc2ccc([N+](=O)[O-])cc2)c1 returned Rac1 wt GTP bind 106, Rab2A wt mod 99, Pf gamet viab -1, Avidin fluor 13, Mcl1-Bid inh 8, HRas wt GTP 101, Rac1 act GTP bind 101, Rab7 wt GTP bind 102, Cdc42 wt GTP 103, GSH fluor 11 and Mcl1 Noxa PPI -5.
For Cc1ccc(C(=O)N/N=C2\CC3CC=CC23)c(C)c1 (centres undefined) the results were Rac1 wt GTP bind 98, Rab2A wt mod 99, Pf gamet viab -4, Avidin fluor 9, Mcl1-Bid inh -24, HRas wt GTP 96, Rac1 act GTP bind 96, Rab7 wt GTP bind 102, Cdc42 wt GTP 95, GSH fluor 16 and Mcl1 Noxa PPI 19.
`Cc1ccc2nc(C3CCN(C(=O)c4ccco4)CC3)[nH]c2c1` gave Rac1 wt GTP bind 101, Rab2A wt mod 98, Avidin fluor 11, Mcl1-Bid inh 30, HRas wt GTP 98, Rac1 act GTP bind 99, Rab7 wt GTP bind 96, Cdc42 wt GTP 100, GSH fluor 33 and Mcl1 Noxa PPI 24.
O=C(CSc1nc2ccccc2c(=O)n1-c1ccc(F)cc1)Nc1ccc2c(c1)CCC2 was read as Rac1 wt GTP bind 105, Rab2A wt mod 99, Pf gamet viab -8, Avidin fluor 3, Mcl1-Bid inh -22, HRas wt GTP 100, Rac1 act GTP bind 99, Rab7 wt GTP bind 103, Cdc42 wt GTP 101, GSH fluor 6 and Mcl1 Noxa PPI -115.
Cc1cc(N)c2ccccc2n1 was read as Rac1 wt GTP bind 99, Rab2A wt mod 95, Pf gamet viab 11, Avidin fluor 10, Mcl1-Bid inh -7, HRas wt GTP 96, Rac1 act GTP bind 96, Rab7 wt GTP bind 95, Cdc42 wt GTP 93, GSH fluor 17 and Mcl1 Noxa PPI -5.
CC1Sc2ccc(C(=O)O)cc2NC1=O (centres undefined) was read as Rac1 wt GTP bind inconclusive, Rab2A wt mod inconclusive, Pf gamet viab -10, Avidin fluor 7, Mcl1-Bid inh -3, HRas wt GTP inconclusive, Rac1 act GTP bind inconclusive, Rab7 wt GTP bind inconclusive, Cdc42 wt GTP inconclusive, GSH fluor 5 and Mcl1 Noxa PPI 28.
`O=C(Oc1ccc(/C=N/Nc2ccccc2)cc1)c1ccccc1` gave Rac1 wt GTP bind 98, Rab2A wt mod 97, Pf gamet viab 17, Avidin fluor 10, Mcl1-Bid inh -2, HRas wt GTP 98, Rac1 act GTP bind 98, Rab7 wt GTP bind 95, Cdc42 wt GTP 98, GSH fluor 9 and Mcl1 Noxa PPI 7.
CC(=O)c1ccc(N2CCN(C(=O)/C=C/c3ccc(S(=O)(=O)NCc4ccco4)cc3)CC2)cc1 was read as Rac1 wt GTP bind 99, Rab2A wt mod 97, Pf gamet viab -7, Avidin fluor 9, Mcl1-Bid inh 3, HRas wt GTP 94, Rac1 act GTP bind 97, Rab7 wt GTP bind 96, Cdc42 wt GTP 97, GSH fluor 20 and Mcl1 Noxa PPI 18.
CC(=O)Nn1cc2c(c1-c1ccccc1)c(=O)n(C)c(=O)n2C was read as Rac1 wt GTP bind 102, Rab2A wt mod 103, Pf gamet viab -10, Avidin fluor 14, Mcl1-Bid inh -24, HRas wt GTP 102, Rac1 act GTP bind 98, Rab7 wt GTP bind 103, Cdc42 wt GTP 104, GSH fluor 24 and Mcl1 Noxa PPI 1.
`Cc1ccc(/C=C/C(=O)OCC(=O)NC(C)C)o1` gave Rac1 wt GTP bind 99, Rab2A wt mod 98, Pf gamet viab -8, Avidin fluor 9, Mcl1-Bid inh -21, HRas wt GTP 98, Rac1 act GTP bind 94, Rab7 wt GTP bind 100, Cdc42 wt GTP 99, GSH fluor 16 and Mcl1 Noxa PPI -2.
For Cc1ccc(S(=O)(=O)CNC(=S)c2cccc(Cl)c2)cc1 the results were Rac1 wt GTP bind 103, Rab2A wt mod 99, Pf gamet viab -15, Avidin fluor 14, Mcl1-Bid inh 1, HRas wt GTP 101, Rac1 act GTP bind 100, Rab7 wt GTP bind 100, Cdc42 wt GTP 99, GSH fluor 17 and Mcl1 Noxa PPI 1.
`Cc1nn(Cc2ccc(Cl)c(Cl)c2)c(C)c1NC(=O)c1cc(-c2ccc3c(c2)OCO3)on1` gave Rac1 wt GTP bind 95, Rab2A wt mod 98, Avidin fluor 9, Mcl1-Bid inh -22, HRas wt GTP 100, Rac1 act GTP bind 95, Rab7 wt GTP bind 97, Cdc42 wt GTP 99, GSH fluor 10 and Mcl1 Noxa PPI 4.
Cc1cccc(N2CCN(Cc3c(C)n(C)n(-c4ccccc4)c3=O)CC2)c1C was read as Rac1 wt GTP bind 101, Rab2A wt mod 100, Pf gamet viab 20, Avidin fluor 16, Mcl1-Bid inh 24, HRas wt GTP 99, Rac1 act GTP bind 99, Rab7 wt GTP bind 99, Cdc42 wt GTP 101, GSH fluor 35 and Mcl1 Noxa PPI 25.
For c1ccc(CCn2c(SCc3ccccc3)nnc2-c2ccncc2)cc1 the results were Rac1 wt GTP bind 102, Rab2A wt mod 100, Avidin fluor 6, Mcl1-Bid inh -4, HRas wt GTP 100, Rac1 act GTP bind 99, Rab7 wt GTP bind 100, Cdc42 wt GTP 97, GSH fluor 21 and Mcl1 Noxa PPI -1.
`COc1cccc(NC(=S)N2CCN(C(c3ccccc3)c3ccccc3)CC2)c1` gave Rac1 wt GTP bind 98, Rab2A wt mod 99, Pf gamet viab -16, Avidin fluor 3, Mcl1-Bid inh -15, HRas wt GTP 99, Rac1 act GTP bind 96, Rab7 wt GTP bind 99, Cdc42 wt GTP 96, GSH fluor 14 and Mcl1 Noxa PPI 29.
For CCN(CC)S(=O)(=O)c1ccc(NC(=O)c2cc(=O)[nH]c3ccccc23)cc1 the results were Rac1 wt GTP bind 95, Rab2A wt mod 96, Pf gamet viab -20, Avidin fluor 11, Mcl1-Bid inh -22, HRas wt GTP 94, Rac1 act GTP bind 95, Rab7 wt GTP bind 103, Cdc42 wt GTP 93, GSH fluor 15 and Mcl1 Noxa PPI 18.
`CCN1CCN(c2ccc(NC(=O)c3cccc4ncccc34)cc2)CC1` gave Rac1 wt GTP bind 103, Rab2A wt mod 100, Pf gamet viab 14, Avidin fluor 8, Mcl1-Bid inh -22, HRas wt GTP 100, Rac1 act GTP bind 101, Rab7 wt GTP bind 101, Cdc42 wt GTP 99, GSH fluor 18 and Mcl1 Noxa PPI 17.
`Cn1c(NC(=O)C(C)(C)Oc2ccc(Cl)cc2)cc(=O)n(C)c1=O` gave Rac1 wt GTP bind 103, Rab2A wt mod 100, Avidin fluor 22, Mcl1-Bid inh -3, HRas wt GTP 101, Rac1 act GTP bind 102, Rab7 wt GTP bind 98, Cdc42 wt GTP 101, GSH fluor 14 and Mcl1 Noxa PPI -3.
`CCOC(=O)N1CCN(c2cc(=O)n(Cc3ccc(F)cc3)c(=O)[nH]2)CC1` gave Rac1 wt GTP bind 103, Rab2A wt mod 96, Avidin fluor 5, Mcl1-Bid inh -30, HRas wt GTP 97, Rac1 act GTP bind 96, Rab7 wt GTP bind 97, Cdc42 wt GTP 95, GSH fluor 16 and Mcl1 Noxa PPI 9.
CSc1ccccc1NC(=O)Nc1cccc(Cl)c1Cl was read as Rac1 wt GTP bind 99, Rab2A wt mod 97, Pf gamet viab -21, Avidin fluor 7, Mcl1-Bid inh -4, HRas wt GTP 99, Rac1 act GTP bind 98, Rab7 wt GTP bind 94, Cdc42 wt GTP 102, GSH fluor 6 and Mcl1 Noxa PPI 14.
Screening Cc1cc(=O)oc2cc(OCC(=O)N3CCOCC3)ccc12 returned Rac1 wt GTP bind 103, Rab2A wt mod 100, Pf gamet viab 16, Avidin fluor 2, Mcl1-Bid inh 13, HRas wt GTP 98, Rac1 act GTP bind 98, Rab7 wt GTP bind 100, Cdc42 wt GTP 96, GSH fluor 122* and Mcl1 Noxa PPI 64*.
Screening CCOCC(=O)Nc1nc2ccc(OCC)cc2s1 returned Rac1 wt GTP bind 105, Rab2A wt mod 100, Pf gamet viab 11, Avidin fluor 14, Mcl1-Bid inh -16, HRas wt GTP 100, Rac1 act GTP bind 96, Rab7 wt GTP bind 103, Cdc42 wt GTP 103, GSH fluor 44 and Mcl1 Noxa PPI 12.

Three entries out of the list, arranged by formula weight, falling.
COc1cc2c(cc1OC)-c1cc(OCc3ccccc3Cl)nc(=O)n1CC2 was read as Rac1 wt GTP bind 99, Rab2A wt mod 93, Pf gamet viab -11, Avidin fluor 20, Mcl1-Bid inh 20, HRas wt GTP 95, Rac1 act GTP bind 96, Rab7 wt GTP bind 92, Cdc42 wt GTP 95, GSH fluor 9 and Mcl1 Noxa PPI 15.
`O=C(Oc1ccc(/C=N/Nc2ccccc2)cc1)c1ccccc1` gave Rac1 wt GTP bind 98, Rab2A wt mod 97, Pf gamet viab 17, Avidin fluor 10, Mcl1-Bid inh -2, HRas wt GTP 98, Rac1 act GTP bind 98, Rab7 wt GTP bind 95, Cdc42 wt GTP 98, GSH fluor 9 and Mcl1 Noxa PPI 7.
`Cc1ccc(/C=C/C(=O)OCC(=O)NC(C)C)o1` gave Rac1 wt GTP bind 99, Rab2A wt mod 98, Pf gamet viab -8, Avidin fluor 9, Mcl1-Bid inh -21, HRas wt GTP 98, Rac1 act GTP bind 94, Rab7 wt GTP bind 100, Cdc42 wt GTP 99, GSH fluor 16 and Mcl1 Noxa PPI -2.
